Screening data as filed in PubChem BioAssay.
SIAE primary = human SIAE inhibition, primary screen; SIAE FP-Rh probe binding, fluorescence polarization; inhibition, % at 9.66 µM; Q9HAT2; hit rate 0.69% among 370,000;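 active = inhibition above a cutoff: mean of compounds within the control limits plus 3 SD of those, cut at about 17% in these data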;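 also: 0% = plate median of compound wells and 100% = probe without SIAE protein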
NPR1 activator = GC-A (human) enzyme activation; P16066; HEK293 GC-A cells, cGMP TR-FRET, EC30 ANP; 0% at EC30 ANP, 100% saturating ANP; activation, % at 10 µM; hit rate 0.14% among 370,000; AID 1671463; in the data active = activation above about 40%
PRMT1 inh = PRMT1 (human) inhibition, primary screen; Q99873; recombinant PRMT1, activity-based probe fluorescence polarization; inhibition, % at 2.79 µM; hit rate 1.3% among 370,000; AID 652257;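 active = inhibition above about 21% made by adding two undisclosed values, limit read from the data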
Target sequence (Q99873 whole entry, looked up): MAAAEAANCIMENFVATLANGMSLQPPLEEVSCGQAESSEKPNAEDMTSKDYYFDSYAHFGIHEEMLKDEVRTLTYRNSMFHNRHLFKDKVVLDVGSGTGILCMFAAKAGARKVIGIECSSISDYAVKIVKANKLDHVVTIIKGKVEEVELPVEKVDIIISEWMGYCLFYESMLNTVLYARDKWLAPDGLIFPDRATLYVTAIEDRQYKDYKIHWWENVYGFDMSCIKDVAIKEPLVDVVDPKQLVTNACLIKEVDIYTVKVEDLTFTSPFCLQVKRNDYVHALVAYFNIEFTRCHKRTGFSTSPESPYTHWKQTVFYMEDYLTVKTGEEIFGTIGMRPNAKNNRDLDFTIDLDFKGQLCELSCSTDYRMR
UHRF1 MBD2 ctr = human UHRF1 methylated DNA binding inhibitors. Q96T88. UHRF1 binding to methylated oligo, TR-FRET. inhibition, % at 4.4 µM. hit rate 0.75% among 370,000; in the data active = inhibition above about 21%;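 also: UHRF1 SRA domain binding a hemimethylated CpG hairpin DNA probe; 0% = median of test compound wells and 100% = reference inhibitor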
rCAG binder = molecules binding r(CAG) RNA repeats. r(CAG) RNA repeat, TO-PRO-1 dye displacement fluorescence. inhibition, % at 3 µM. hit rate 1.3% among 370,000. AID 651821;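 active = inhibition above the plate cutoff, the mean of all test compounds on that plate plus 3 SD, cut at about 35% in these data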;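 also: 0% = DMSO alone and 100% = 100 µM mitoxantrone as full dye displacement; higher means more dye released from RNA so lower well fluorescence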
ABHD4 inh = ABHD4 (mouse) inhibition, primary FP screen | Q8VD66 | purified mABHD4, FP-Rh probe fluorescence polarization | inhibition, % at 8.92 µM | hit rate 0.54% among 370,000 | AID 720543;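 active = inhibition exceeding the mean over every tested compound plus 3 SD, cut at about 30% in these data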;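 also: 0% = plate median of compound wells and 100% = S159A mutant with DMSO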
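Assay system: mouse ABHD4 enzyme, wild type / Also added: fluorescent activity-based probe FP-Rh / Doses: single nominal dose of 8.92 µM, 0.89% DMSO final / Timing: 45 min compound pre-incubation plus 60 min probe step, 25 °C / Signal: FP readout, ex 525 nm / em 598 nm / Control set: S159A mutant/DMSO as 100%, compound-well median as 0%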
MBD2 DNA inh = inhibitors of human MBD2 binding to methylated oligonucleotide | Q9UBB5 | inhibition, % at 4.4 µM | TR-FRET | hit rate 0.31% among 370,000; in the data active = inhibition above about 13%
Target sequence (Q9UBB5 whole entry, looked up): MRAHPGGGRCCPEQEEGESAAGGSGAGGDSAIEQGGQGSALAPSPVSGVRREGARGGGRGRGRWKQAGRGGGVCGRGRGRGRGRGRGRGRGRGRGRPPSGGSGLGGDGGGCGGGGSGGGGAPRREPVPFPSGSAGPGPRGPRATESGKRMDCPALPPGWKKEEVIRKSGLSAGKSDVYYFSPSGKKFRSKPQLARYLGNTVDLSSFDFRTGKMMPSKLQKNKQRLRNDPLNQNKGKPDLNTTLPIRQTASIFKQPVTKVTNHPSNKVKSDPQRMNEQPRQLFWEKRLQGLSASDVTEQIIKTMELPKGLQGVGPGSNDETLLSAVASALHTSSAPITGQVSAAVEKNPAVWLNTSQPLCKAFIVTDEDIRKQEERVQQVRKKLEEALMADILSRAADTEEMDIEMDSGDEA
HTRA1 inhibitor = HTRA1 (human) protease inhibition | Q92743 | recombinant HTRA1, FP-rhodamine activity-based probe, fluorescence polarization | inhibition, % at 5.96 µM | hit rate 0.5% among 340,000 | AID 504803; in the data active = inhibition above about 36%;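 also: 0% = enzyme with DMSO and 100% = wells lacking enzyme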
NPR2 activator = GC-B (human) receptor activation. activation, % at 10 µM. P20594. HEK293-GC-B cells, CNP EC30, cGMP TR-FRET; 0% at EC30 CNP, 100% saturating CNP. hit rate 0.11% among 370,000;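 active = activation at 10 µM reaching about 35% in either raw or pattern-adjusted values, limit read from the data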
TCR CD3 inh = human TCR-CD3 binding inhibition; TAMRA-labeled TCR probe fluorescence, biochemical; inhibition, % at 9.4 µM; hit rate 0.37% among 360,000; AID 651800; in the data active = inhibition above about 19%;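 also: recombinant mutant TCR 2C K166C tagged with TAMRA read by polarization; 0% = receptor in buffer alone and 100% = receptor with positive control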
Starred values were filed as active, the others as inactive; / = not tested or not shown. An excerpt, so the mix of outcomes need not match the whole.

SMILES,SIAE primary,NPR1 activator,PRMT1 inh,UHRF1 MBD2 ctr,rCAG binder,ABHD4 inh,MBD2 DNA inh,HTRA1 inhibitor,NPR2 activator,TCR CD3 inh
O=C(CSc1cccc[n+]1[O-])Nc1c(Br)cc([N+](=O)[O-])cc1Br,4.9,-4.0,-9.1,5.3,2.2,-4.6,-3.2,-1.8,-4.6,-8.4
CCCONC(=O)Nc1ccccc1[N+](=O)[O-],0.7,-2.5,0.7,5.8,-1.8,5.6,2.2,-1.1,1.4,-5.8
Cc1ccc(-c2nnc(N3CCN(C(=O)COc4cccc(C)c4)CC3)c3ccccc23)cc1,-1.8,-2.6,-5.5,6.3,-1.8,-7.2,0.0,-19.1,4.0,-3.0
CSc1ncccc1C(=O)Nc1ccc(S(=O)(=O)NC2=NCCCCC2)cc1,-2.8,-1.4,-6.3,-2.7,-0.7,0.1,-1.2,-0.2,3.9,2.0
COc1cc(-c2nc3ccccc3c(=O)n2N)cc(OC)c1OC,1.9,-0.4,0.3,2.9,0.3,1.2,3.3,2.6,-1.9,-4.5
N#CC1(NC(=O)COC(=O)c2cc([N+](=O)[O-])ccc2N2CCCC2)CCCCC1,1.5,-1.4,0.8,-0.7,3.6,7.6,-0.3,-9.1,-2.4,-3.9
N#CCCN1CCN(S(=O)(=O)c2ccc(S(=O)(=O)NCc3ccccc3)cc2)CC1,3.8,0.8,-5.1,-0.7,0.6,1.9,-0.7,4.0,5.5,3.8
COc1cccc(C(=O)NNC(=O)c2ccc(NS(=O)(=O)c3cccs3)cc2)c1OC,-1.2,-3.3,2.2,5.1,14.0,-6.4,9.0,0.5,4.2,2.5
CCN(CC)C(=O)c1nc[nH]c1C(=O)N1CCN(C(=O)OC(C)(C)C)CC1,-1.9,-4.0,-4.9,-0.6,-4.0,-6.6,-5.0,2.6,-4.3,6.1
COC(=O)c1c(C)[nH]c(C(=O)OCC(=O)c2c(N)n(CC(C)C)c(=O)n(C)c2=O)c1C,-10.1,3.2,-1.4,1.2,-0.3,0.5,1.1,-22.7,-4.1,-1.6
CCCOc1cccc(C(=O)Nc2ccc3c(c2)OCCO3)c1,0.0,3.4,-5.2,-2.0,-3.0,-2.2,0.5,-12.7,5.1,0.6
CCCSC1=N/C(=C/c2ccsc2)C(=O)N1c1ccccc1,-3.1,3.1,-1.1,-4.6,0.2,-2.8,-3.2,-1.4,3.5,-1.1
Cn1c(N)c(C(=O)COc2ccc(C#N)cc2)c(=O)n(C)c1=O,-2.0,4.2,2.2,0.8,1.2,0.1,-3.0,5.8,0.4,-6.4
CC1(C)Cc2cccc(OCC(=O)NCc3ccccc3)c2O1,-7.0,1.7,10.0,2.9,-3.4,6.3,5.5,-2.9,-0.4,-9.4
CCCc1nc(SCC(=O)NNC(=O)C2CCCCC2)c2ccccc2n1,2.8,-2.6,-1.0,-1.9,0.6,0.2,-2.3,-0.6,-1.5,2.8
O=C(Nc1ccccc1Oc1ccccc1)C1CC1,-1.7,-1.6,0.8,0.0,-0.4,5.6,4.1,-1.1,5.6,-5.8
COc1ccccc1CNC(=O)COC(=O)c1cc([N+](=O)[O-])ccc1N1CCOCC1,2.0,5.5,2.2,4.0,-2.6,-6.0,4.8,-6.2,9.5,-3.9
O=C(O)C1=C[C@@H](C2CCCCC2)C[C@@H](OCCCCO)O1,-0.4,0.8,-4.7,-0.6,6.4,8.1,-4.1,-13.2,4.2,1.7
CN1CCN(C(=O)c2ccc3c(c2)N(C)C(=O)/C(=C/c2cccc(Cl)c2)S3)CC1,3.0,7.7,1.0,0.0,-4.0,-0.3,2.3,0.2,8.9,-8.3
CC1CCCCC12NC(=O)N(CC(=O)NCc1ccco1)C2=O (stereo unspecified),2.1,2.6,-6.9,-1.6,1.4,5.3,-4.3,-0.5,11.7,1.9
CCC(Oc1ccccc1)C(=O)NCCOC (stereo unspecified),-3.1,-0.7,21.9*,5.9,6.7,-5.9,9.9,-2.1,6.5,-3.0
Cc1ccnc(Nc2nc(-c3ccc(O)cc3O)cs2)c1,10.1,-0.8,0.5,-4.2,30.2,19.0,-0.7,37.0*,3.2,8.1
CCCCOc1ccccc1C1NC(=O)NC(C)=C1C(=O)OCc1ccco1 (stereo unspecified),0.9,/,1.0,0.3,-1.2,3.2,0.4,-18.4,/,-4.5
O=C(Cn1cncn1)c1ccc(F)cc1F,8.9,-2.1,-3.2,-3.2,-1.2,-3.3,0.3,2.5,0.7,4.4
COc1c(C)oc2cc(O)ccc2c1=O,1.2,2.7,4.3,3.9,0.1,8.9,1.0,5.0,2.5,-2.1
S=C(NCc1ccncc1)Nc1cc(Cl)cc(Cl)c1,-0.8,4.0,-0.1,-1.6,0.5,-9.7,-0.1,-20.6,3.1,2.9
CC(=O)N(C)c1ccc(C(O)(C(F)(F)F)C(F)(F)F)cc1,-1.7,-0.5,1.8,-3.0,-5.8,-8.2,-1.8,0.1,2.4,3.4
CC(NC(=O)CN1C(=O)NC2(CCCCCC2)C1=O)c1ccccc1Cl (stereo unspecified),1.1,-0.5,-2.1,2.7,-0.8,0.4,-0.3,1.7,-3.0,-0.2
CS(=O)(=O)N1CCC(C(=O)NCC2COc3ccccc3O2)CC1 (stereo unspecified),-1.0,4.6,0.3,-0.9,0.5,4.5,-5.2,/,1.2,/
Cc1ccc2oc(C(=O)N(Cc3nccn3C)C(C)C)c(C)c2c1,-9.4,1.4,-0.1,1.5,-8.2,0.8,2.0,-22.0,4.4,4.5
O=C1Nc2ccc([N+](=O)[O-])cc2OC1CCN1CCN(Cc2ccccc2)CC1 (stereo unspecified),-6.1,-6.5,2.0,-0.7,-4.3,2.8,2.4,-7.5,-2.9,-9.7
O=C1CC(N2CCSCC2)C(=O)N1c1cccc(Br)c1 (stereo unspecified),-4.2,-2.7,16.7,-0.5,5.1,5.7,-3.3,-3.4,2.6,1.0
O=C(Nc1ccc(N2CCOCC2)cc1)c1cccc(S(=O)(=O)N2CCOCC2)c1,2.7,-4.0,3.9,1.6,1.1,6.4,1.2,4.4,-8.9,-0.6
O=C(O)c1cccc2c1C(=O)c1ccc(N3CCCCC3)cc1S2(=O)=O,10.1,0.7,1.2,-4.0,1.8,-9.4,-14.6,-4.3,-0.6,-2.8
CN(CC(=O)Nc1cccc(F)c1)C(=O)c1cn2ccccc2n1,2.2,-1.9,-4.0,0.1,0.1,-1.0,-0.5,-1.2,-4.6,-1.0
Cc1nn(CCc2nc(-c3ccco3)cs2)c2[nH]c(=O)cc(C(F)(F)F)c12,6.0,1.1,33.7*,-1.9,58.0*,8.5,0.7,0.1,3.2,7.9
Cc1sc(NC(=O)CSc2nnc(N)s2)c(C#N)c1C,2.7,-4.0,9.7,-1.5,4.1,2.3,4.0,-1.1,-2.1,-0.5
COc1ccc(N2CC(C)Cn3c2nc2c3c(=O)n(Cc3ccc(F)cc3)c(=O)n2C)c(OC)c1 (stereo unspecified),3.0,/,4.1,5.6,-1.0,-4.8,4.7,7.3,/,-8.8
Cc1ccc(COC[C@H](CC(C)C)N2CCN(C(=O)c3cccc(C(F)(F)F)c3)CCC2=O)cc1,2.1,-3.7,-3.5,0.8,-1.3,-8.0,-2.7,/,-2.2,0.9
CCOc1ccccc1NC(=O)C(c1ccccc1)N1CCN(C(=O)c2ccco2)CC1 (stereo unspecified),-0.6,-4.8,2.2,0.5,0.6,-1.6,0.4,-8.8,4.7,-7.4
CCOC(=O)CNC(=O)N1CCCC(CNS(=O)(=O)Cc2ccccc2)C1 (stereo unspecified),2.8,1.9,2.3,1.5,-2.8,-6.6,-1.5,-8.8,3.1,0.9
O=C(COc1cccc(-n2cnnn2)c1)Nc1ccc([N+](=O)[O-])cc1,6.0,-3.4,-0.7,-0.2,3.6,3.0,-2.0,-2.0,-8.7,5.2
CCN=C1S/C(=C\c2cn(C(C)=O)nc2-c2ccccc2)C(=O)N1CC,-8.0,4.6,-2.5,-1.4,2.2,-3.7,-4.5,-33.1,8.3,5.0
CCNC(=O)NC(=O)C(C)OC(=O)c1cc(S(=O)(=O)N2CCCCCC2)ccc1OC (stereo unspecified),8.8,4.8,-1.5,-0.8,-7.3,-7.1,-1.7,3.6,1.2,3.1
COc1cccc(/C=C2\CC3(OC(=O)c4ccccc4)CCCN2C3)c1 (stereo unspecified),3.8,0.5,-3.6,2.7,-0.7,1.4,-2.9,/,-6.0,/
COc1cccc(C#Cc2ccc3c(c2)O[C@H](CN(C)C)[C@@H](C)CN([C@@H](C)CO)S3(=O)=O)c1,-4.3,-0.6,-3.0,17.5,4.2,11.4,6.0,-44.0,-0.9,-5.5
COc1ccc(CNC(=O)CN2C(=O)NC3(CCCc4sccc43)C2=O)cc1OC (stereo unspecified),-14.4,1.2,-1.1,-2.8,4.2,5.7,3.2,7.0,6.8,5.0
COc1cccc(C(O)c2ncc(-c3cccc4ccccc34)[nH]2)c1 (stereo unspecified),3.7,-2.8,4.2,-2.7,1.9,-0.8,0.2,/,0.4,-3.0
O=C(CN(Cc1ccc(F)cc1)C(=O)CCC(=O)Nc1nccs1)NCc1ccc(F)cc1,-5.9,0.2,-2.9,-2.2,-0.1,5.0,3.3,0.9,2.1,4.5

Compound profiles (already shown). Order of values: SIAE primary | NPR1 activator | PRMT1 inh | UHRF1 MBD2 ctr | rCAG binder | ABHD4 inh | MBD2 DNA inh | HTRA1 inhibitor | NPR2 activator | TCR CD3 inh
`COc1ccc(N2CC(C)Cn3c2nc2c3c(=O)n(Cc3ccc(F)cc3)c(=O)n2C)c(OC)c1` (stereo unspecified) is entered as 3.0 | / | 4.1 | 5.6 | -1.0 | -4.8 | 4.7 | 7.3 | / | -8.8
`CCCCOc1ccccc1C1NC(=O)NC(C)=C1C(=O)OCc1ccco1` (stereo unspecified) is entered as 0.9 | / | 1.0 | 0.3 | -1.2 | 3.2 | 0.4 | -18.4 | / | -4.5
